GRP78 ERSR act: inducers of ER stress response in human glioma cells. U87-MG GRP78 promoter luciferase reporter, 16 h. Potency, µM, for the others: top-dose activation, hits mostly activators. 420,000 tested, 0.02% active; further: potency means the concentration at half of the fitted maximal effect; series mostly up to about 76 µM; % of control where 0% means no effect; nearly all actives have a fitted effect of over 35% in size
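Stably transfected U87-MG glioma cells carrying a GRP78-based luciferase sensor; 16 h compound incubation. Luminescence end-point read 10 min after Bright-Glo addition at room temperature.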
D1 PAM: human D1 dopamine receptor positive modulation; 360,000 tested, 0.036% active; AID 504651; P21728; potentiation, % at 10 µM; HEK293 TREx D1 cells, calcium flux, dopamine EC20 potentiation; in the data active means potentiation above about 30%; further: 0% is about no effect
Target sequence (P21728 whole entry, looked up): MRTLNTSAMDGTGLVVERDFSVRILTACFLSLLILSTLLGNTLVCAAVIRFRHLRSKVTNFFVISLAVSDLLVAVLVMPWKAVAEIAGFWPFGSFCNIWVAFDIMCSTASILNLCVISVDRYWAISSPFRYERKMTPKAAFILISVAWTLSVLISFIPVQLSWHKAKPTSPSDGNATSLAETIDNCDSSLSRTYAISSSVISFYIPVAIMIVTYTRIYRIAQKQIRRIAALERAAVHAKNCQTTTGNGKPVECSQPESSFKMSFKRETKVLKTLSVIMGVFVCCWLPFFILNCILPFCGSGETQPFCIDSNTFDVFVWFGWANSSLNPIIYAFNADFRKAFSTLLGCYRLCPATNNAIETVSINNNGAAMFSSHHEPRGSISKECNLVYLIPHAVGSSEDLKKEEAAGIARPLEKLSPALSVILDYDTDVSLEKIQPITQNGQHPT
RXFP1 agonist: agonists of human relaxin receptor RXFP1. HEK293T-RXFP1 cAMP TR-FRET, 30 min; response scale: percent of porcine relaxin response, buffer zero. Potency, µM (highest dose often 57.5 µM), for inactives: at the highest dose activation, actives largely listed as activators. 370,000 tested, 0.3% active. Q9HBX9. AID 2676; further: potency means the concentration at half of the fitted maximal effect; on the % scale 0 is the no-effect control and ±100 the full control effect; nearly all actives have a fitted effect of over 60% in size; many of its hits are not listed in these tables
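Agonist response is measured as cAMP accumulation in an RXFP1-transfected HEK293T line under PDE4 inhibition. Values are scaled between buffer-only and 29 nM porcine relaxin, and EC50s come from standard Hill equation fits.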
D1 agonist: activates the human D1 dopamine receptor; HEK293 T-REx D1 cells, calcium flux, agonist mode; activation, % at 2 µM; P21728; 360,000 tested, 1% active; in the data active means activation above about 30%; further: 0% is about no effect
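Tetracycline-induced HEK293 TREx D1 cells, force-coupled to calcium signalling, were dye-loaded with a no-wash calcium kit. Compound was pin-added after a 10 s baseline. Fluorescence was read kinetically at 1 cycle/s for 180 s, with calcium rises flagged as agonism.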
D1 antag: antagonists of human D1 dopamine receptor. P21728. HEK293 TREx D1 cells, calcium flux, dopamine EC80; hits give low values. activity change, negative = inhibition, % at 10 µM. 360,000 tested, 3.2% active. AID 504652; in the data active means activity change below about -30%; further: on the % scale 0 is the no-effect control and ±100 the full control effect
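Using tetracycline-induced force-coupled D1 Hek293 cells and a calcium dye, signals were followed for 180 s after compound, then for 180 s after EC80 dopamine, to detect inhibitors.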
Vif-A3F inh: blocks the Vif interaction with APOBEC3F; HeLa A3F-eYFP + Vif (tagged APOBEC3F with the HIV-1 protein that degrades it), YFP fluorescence increase; Potency, µM (titrated, usually from 46.1 µM), for the others: at the highest dose activity, negative = active; 390,000 tested, 0.2% active; further: potency means the concentration at half of the fitted maximal effect; % of control where 0% means no effect; nearly all actives have a fitted effect of over 65% in size
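Fluorescence increase (Ex 488/Em 500-530) after overnight compound treatment at 37 deg C flags inhibition of Vif-driven A3F-eYFP loss in stable HeLa A3F-eYFP/Vif cells seeded overnight beforehand.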
Vif-APOBEC3G blk: inhibitors of Vif-APOBEC3G interaction; Potency, µM (highest dose often 46.1 µM), for the others: top-dose activity, negative = active, most hits filed as inhibitors; AID 602310; 410,000 tested, 0.076% active; HeLa A3G-eYFP + Vif (tagged APOBEC3G with the HIV-1 protein that degrades it), YFP fluorescence, overnight;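 further: potency means the concentration at half of the fitted maximal effect; on the % scale 0 is the no-effect control and ±100 the full control effect; nearly all actives have a fitted effect of over 60% in size; hits raise eYFP signal because A3G escapes Vif-driven loss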
Target sequence (Q9HC16 whole entry, looked up): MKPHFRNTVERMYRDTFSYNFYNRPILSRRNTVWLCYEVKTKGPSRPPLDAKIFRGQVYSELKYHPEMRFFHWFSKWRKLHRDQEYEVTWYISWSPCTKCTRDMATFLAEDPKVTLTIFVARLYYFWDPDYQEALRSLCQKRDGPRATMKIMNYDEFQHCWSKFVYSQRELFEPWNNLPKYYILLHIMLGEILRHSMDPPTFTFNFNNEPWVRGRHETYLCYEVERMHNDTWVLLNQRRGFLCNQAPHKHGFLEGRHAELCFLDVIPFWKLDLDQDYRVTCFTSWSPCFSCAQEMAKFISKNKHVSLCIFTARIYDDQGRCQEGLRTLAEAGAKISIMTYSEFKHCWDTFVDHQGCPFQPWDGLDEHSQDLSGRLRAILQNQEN
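Read-out is eYFP fluorescence (Ex 488/Em 500-530) from Vif-expressing HeLa A3G-eYFP cells; more signal means A3G escaped Vif-mediated degradation. Cells plated overnight, compound pinned in, incubated overnight at 37 deg C.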
RXFP1 antagonist: antagonists of human relaxin receptor RXFP1; 350,000 tested, 0.59% active; activity change, negative = inhibition, % at 57.5 µM; HEK293-RXFP1, relaxin-stimulated cAMP HTRF, 30 min; hits give low values; AID 1259400;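 active means activity change of -60% or lower, but not beyond a set lower limit; inconclusive means change between -60% and -40%, or beyond the set limit; inactive means change above -40%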; further: on the % scale 0 is the no-effect control and ±100 the full control effect
D2 potentiator: positive allosteric modulators of human D2 dopamine receptor. P14416. HEK293 T-REx D2, calcium flux, EC20 dopamine potentiation. potentiation, % at 10 µM. 340,000 tested, 0.34% active. AID 485347;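 active means potentiation over 3 SD above the plate norm, cut at about 30% in these data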; further: 0% is about no effect
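Using a no-wash calcium dye in inducible, force-coupled HEK293 Trex cells expressing D2, we tracked fluorescence each second for 180 s after compound, then for 180 s after EC20 dopamine to detect augmented signalling.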
* hit, by the source's call; ? = inconclusive; nt = no result given. Unless noted, the call rests on the fitted dose curve; in most records, active means well fitted curve in the direction sought with a large enough effect; inconclusive means small, poorly fitted or top-dose-only effect, or another doubt; inactive means no such curve, though single readings can be large; an effect the other way counts as inactive or inconclusive. Some of the compounds tested. The share of hits here may be higher or lower than overall.

SMILES	GRP78 ERSR act	D1 PAM	RXFP1 agonist	D1 agonist	D1 antag	Vif-A3F inh	Vif-APOBEC3G blk	RXFP1 antagonist	D2 potentiator
O=C(Cn1[nH]c(=O)c2ccccc2c1=O)Nc1cccnc1	-2%	-2	-1.2%	3	3	3%	0%	-4	5
O=C(CSc1nc(O)c(Cc2ccccc2)c(=O)[nH]1)Nc1nc2c(s1)CCCC2	-1%	-1	1.1%	1	8	0%	-19%	-3	10
CC(C)C(=O)Nc1ccc(NC(=O)CCc2ccccc2)cn1	-4%	0	3.3%	2	-1	2%	1%	-5	13
CCN1C(=O)c2ccccc2S(=O)(=O)c2ccc(C(=O)NCc3cccnc3)cc21	-5%	6	-0.4%	1	-14	5%	0%	nt	-10
CC(C)(C)c1ccc(C(=O)NCC(=O)NCc2ccccn2)cc1	-2%	-1	0.9%	-1	20	-5%	-10%	5	12
Cn1c(=O)cc(OCC(=O)Nc2ccccn2)c2ccccc21	-2%	-2	2.7%	2	8	-4%	1%	1	3
CC(C)Oc1ccc(CCc2n[nH]c(=S)n2-c2ccccc2)cc1	2%	0	1.4%	9	13	1%	3%	-7	2
CCOC(=O)N1CCc2c(sc3c2c(=O)n(Cc2ccccc2)c(=O)n3CC(=O)NCCOC)C1	1%	-5	3.5%	-1	10	0%	2%	1	9
CCc1ccccc1NC(=O)Cn1ccn(-c2ccc(OC)cc2)c(=O)c1=O	-4%	-7	0.7%	3	1	-2%	2%	0	14
Cc1ccc(OCC(=O)OCc2cc(=O)n3nc(-c4cccs4)sc3n2)cc1C	1%	0	7.5%	3	19	0%	3%	nt	-6
NC(=O)C1CCN(C(c2ccccc2F)c2nnnn2Cc2ccco2)CC1 (configuration not stated)	-8%	-6	0.3%	2	-8	-10%	1%	6	1
CC(C)Nc1ncnc2c1cnn2Cc1ccc(Cl)cc1	-1%	-3	1.9%	3	-4	-1%	-13%	9	-2
CN(Cc1ccccc1)C(=O)Cn1nc(C(F)(F)F)c2c1CCC2	-2%	-1	2.4%	0	-3	-5%	-1%	10	nt
CCOc1ccc2nc(NC(=O)CSc3ccccc3)sc2c1	0%	3	0.7%	0	-6	-6%	-21%	1	-9
COc1ccc(N2C(=O)[C@H]3[C@@H](C2=O)C2c4ccccc4C=NN2[C@H]3C(=O)C(C)(C)C)cc1 (some centres not stated)	-1%	6	1.2%	0	0	-1%	2%	12	-1
N#Cc1nc(-c2ccco2)oc1NCc1ccccc1Cl	-2%	-5	12%	0	0	-3%	-8%	-16	-7
C/C(=N/NC(=O)c1ccc(C)nc1)c1ccc2c(c1)CCCC2	0%	-3	0.7%	0	-1	6%	?	-62*	nt
S=C1NC[C@H](Cc2ccccc2)N1CCCCC1CCCCC1	5%	6	-0.9%	-2	-5	7%	-1%	nt	4
CCOC(=O)C1C(=O)NC(N2CCN(CC)CC2)=NC1c1ccccc1 (configuration not stated)	-5%	2	0.4%	4	-8	-1%	0%	-6	-9
CCOC(=O)C1=C(C)NC(=O)NC1c1c(OC)ccc2ccccc12 (configuration not stated)	0%	8	1.5%	4	6	-8%	-1%	-1	2
Cc1nc2ccccc2n1Cc1n[nH]c(=S)n1-c1ccc(Cl)cc1	-4%	-7	4.0%	4	3	3%	-7%	2	9
CCN(CC)S(=O)(=O)c1ccc(N2CCOCC2)c(NC(=O)c2ccco2)c1	-1%	nt	nt	nt	nt	?	2%	23	nt
COCCCNC(=O)c1cccc(NC(=O)c2ccccc2)c1	1%	-1	-0.1%	1	3	-11%	-4%	-2	-10
O=C(Nc1nc2ccccc2s1)c1ccccc1	-6%	3	3.8%	1	-3	-1%	-20%	-2	-13
O=C(Nc1nnc(-c2ccccc2F)s1)C1CCCO1 (configuration not stated)	-7%	-11	1.2%	0	-1	-3%	-5%	-7	1
Next part:
SMILES	GRP78 ERSR act	D1 PAM	RXFP1 agonist	D1 agonist	D1 antag	Vif-A3F inh	Vif-APOBEC3G blk	RXFP1 antagonist	D2 potentiator
Cc1cc(C)c2c(n1)sc1c(=O)n(-c3ccccc3)c(=O)[nH]c12	0%	-5	4.4%	3	-8	2%	0%	-6	7
COc1ccc(CNC(=O)C2CCN(S(=O)(=O)c3ccc4c(c3)NC(=O)CO4)CC2)cc1	-4%	4	-0.8%	3	-1	-12%	-6%	-18	12
CCCN(CC(=O)Nc1ccccc1C)C(=O)c1ccc(S(=O)(=O)N2CCCCC2)cc1	-5%	-6	4.1%	-1	-21	0%	-1%	-9	-8
NC(=O)C1CCCN(C(=O)c2ccc3nc(Cc4cccc(Cl)c4)oc3c2)C1 (configuration not stated)	-2%	-7	-0.1%	2	4	-5%	-1%	6	-2
CSCCC(NC(=O)c1ccc(Cl)cc1Cl)C(=O)NCc1ccncc1 (configuration not stated)	-3%	-7	0.3%	2	-5	6%	2%	-8	0
COCCN(CCOC)S(=O)(=O)c1ccc(C(=O)NCCCN2CCOCC2)cc1	-4%	-10	-1.3%	0	6	7%	0%	-3	-6
Cc1cc(C)c2sc(NC(=O)C3=COCCO3)nc2c1	2%	13	0.5%	0	-34*	0%	-1%	-10	-1
COc1ccc(-c2c(C)nn3c(N4CCN(Cc5ccccc5)CC4)cc(C)nc23)cc1OC	0%	nt	0.5%	3	1	5%	3%	nt	31*
CC(C)n1ncc2c(C(=O)N3CCN(Cc4ccc(Br)s4)CC3)cc(C3CC3)nc21	-4%	1	0.2%	3	10	-2%	8%	-6	-23
CC(C)(C)c1ccc(/C=N/n2cnnc2)cc1	-7%	-1	1.1%	2	-10	-18%	-1%	-4	0
CC(c1ccccc1)C(Cc1nc2ccccc2[nH]1)c1nc2ccccc2[nH]1 (configuration not stated)	nt	-1	0.3%	0	-1	nt	nt	nt	-2
CCOCCCNC(=O)C(NC(=O)Cc1cccs1)c1ccc(Cl)cc1 (configuration not stated)	-5%	0	1.1%	0	18	3%	0%	-3	-12
COc1ccc(-n2nc3c(c2NC(C)=O)CS(=O)(=O)C3)cc1	-5%	-8	0.7%	1	-4	0%	2%	-2	-1
CCc1ccc(CNC(=O)CCS(=O)(=O)Cc2ccc(C)cc2)cc1	1%	2	-0.6%	2	-11	-8%	1%	5	1
Cc1ccccc1CNC(=O)C1CCCN(S(=O)(=O)N(C)c2ccc(F)cc2)C1 (configuration not stated)	-2%	-4	-1.5%	3	-10	-6%	2%	-23	-4
Cc1ccc(Nc2ccc(N3CCN(c4ccc([N+](=O)[O-])cc4)CC3)nn2)cc1	-3%	-4	-1.2%	-2	0	0%	1%	5	0
COc1cc(SC)ccc1C(=O)N1CCCCCC1	-2%	-2	-0.7%	-2	10	nt	2%	-15	8
CCOC(=O)c1sc(N(Cc2ccccc2)C(=O)CSc2nnc(C3CC3)n2N)nc1C	12%	-6	-0.8%	4	11	11%	2%	1	2
S=C(NCc1ccncc1)Nc1ccc(Br)cc1	-4%	-3	-0.5%	12	-17	7%	1%	4	2
C/C(=N\NC(=O)CCn1nc(C)cc1C)C(C)(C)C	-1%	1	0.9%	0	-5	9%	0%	10	-10
COC(=O)c1cc2c(n1S(=O)(=O)c1ccc(C)cc1)C(=O)C(=O)c1[nH]cc(C(=O)OCc3ccccc3)c1-2	-14%	nt	nt	nt	nt	9%	-10%	-5	nt
CCC(CC)C(=O)Nc1cccc(-c2ccc3nncn3n2)c1	0%	-3	2.2%	1	5	0%	-4%	1	4
Cc1ccc(S(=O)(=O)N2CCCCC2)cc1NC(=O)COC(=O)c1ccccc1F	-4%	3	0.1%	11	-14	5%	2%	-16	4

Among those listed so far, two have bromine:
SMILES	GRP78 ERSR act	D1 PAM	RXFP1 agonist	D1 agonist	D1 antag	Vif-A3F inh	Vif-APOBEC3G blk	RXFP1 antagonist	D2 potentiator
CC(C)n1ncc2c(C(=O)N3CCN(Cc4ccc(Br)s4)CC3)cc(C3CC3)nc21	-4%	1	0.2%	3	10	-2%	8%	-6	-23
S=C(NCc1ccncc1)Nc1ccc(Br)cc1	-4%	-3	-0.5%	12	-17	7%	1%	4	2

Compounds shown so far containing an NH in an aromatic ring (7):
SMILES	GRP78 ERSR act	D1 PAM	RXFP1 agonist	D1 agonist	D1 antag	Vif-A3F inh	Vif-APOBEC3G blk	RXFP1 antagonist	D2 potentiator
O=C(Cn1[nH]c(=O)c2ccccc2c1=O)Nc1cccnc1	-2%	-2	-1.2%	3	3	3%	0%	-4	5
O=C(CSc1nc(O)c(Cc2ccccc2)c(=O)[nH]1)Nc1nc2c(s1)CCCC2	-1%	-1	1.1%	1	8	0%	-19%	-3	10
CC(C)Oc1ccc(CCc2n[nH]c(=S)n2-c2ccccc2)cc1	2%	0	1.4%	9	13	1%	3%	-7	2
Cc1nc2ccccc2n1Cc1n[nH]c(=S)n1-c1ccc(Cl)cc1	-4%	-7	4.0%	4	3	3%	-7%	2	9
Cc1cc(C)c2c(n1)sc1c(=O)n(-c3ccccc3)c(=O)[nH]c12	0%	-5	4.4%	3	-8	2%	0%	-6	7
CC(c1ccccc1)C(Cc1nc2ccccc2[nH]1)c1nc2ccccc2[nH]1 (configuration not stated)	nt	-1	0.3%	0	-1	nt	nt	nt	-2
COC(=O)c1cc2c(n1S(=O)(=O)c1ccc(C)cc1)C(=O)C(=O)c1[nH]cc(C(=O)OCc3ccccc3)c1-2	-14%	nt	nt	nt	nt	9%	-10%	-5	nt
